# Screens: PubChem, several laboratories
# KOR beta-arrestin-1: KOR antagonists, beta-arrestin recruitment, cell-based, luminescence, uHTS (AID 1778); Kappa-type opioid receptor (Homo sapiens); KOR beta-arrestin recruitment, luminescence, antagonist mode; higher % means a stronger effect; inhibition, % at 10 µM; hits with a dose series show IC50 in µM; 0.091% of 290,000 active; also: strong numbers were not always called active
# HIV fusion peptide: inhibitors of HIV fusion peptide binding, primary screen, biochemical, uHTS, fluorescence dequenching (AID 1986); cell-free peptide binding, fluorescence dequenching, 30 min; higher % means a stronger effect; inhibition, % at 20 µM; hits with a dose series show IC50 in µM; 0.3% of 290,000 active; in the data active = inhibition mostly above about 52%, no sharp cut-off; inactive = mostly below about 76%; also: some results filed as inactive read as strong as hits
# Rac1 GTP hydrolysis: MgcRacGAP GTPase-activating activity inhibitors, confirmation, biochemical, ADP Hunter fluorescence; inhibition, % at 30 µM, or IC50 in µM where a hit was titrated; Rac GTPase-activating protein 1 (Homo sapiens); AID 624330, 2012; MgcRacGAP-stimulated Rac1 GTP hydrolysis, ADP Hunter fluorescence; higher % means a stronger effect; GST-tagged Rac1 F28L mutant substrate; 0.6% of 340,000 active;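 active = first-screen hits whose inhibition reached a set limit at any dose in the follow-up dose series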;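 also: fluorescence reports GDP produced by GAP-driven GTP hydrolysis; strong numbers were not always called active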
# NOD1 inhibition: NOD1 signaling inhibitors, primary screen, cell-based, luminescence, uHTS (AID 1578); inhibition, % at 4 µM, or EC50 in µM where a hit was titrated; 1% of 290,000 active; NOD1-driven NF-kB luciferase reporter cells, luminescence; higher % means a stronger effect; in the data active = inhibition mostly above about 36%, no sharp cut-off; inactive = mostly below about 34%;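 also: HEK-293T reporter cells stimulated with the NOD1 agonist gamma-tri-DAP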
# GPR55 antagonists: GPR55 antagonists blocking LPI-driven arrestin recruitment, primary screen, imaging, U2OS, beta-arrestin-GFP, LPI agonist (AID 2013); G-protein coupled receptor 55 (Homo sapiens); U2OS GPR55 beta-arrestin-GFP translocation imaging, LPI antagonism; higher % means a stronger effect; inhibition, % at 10 µM, or IC50 in µM where a hit was titrated; 0.13% of 290,000 active;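 active = spots per cell inhibited over 60%, with over 100 cells counted and total cytoplasm intensity under 500,000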;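 also: U2OS cells stably carrying GPR55 and arrestin-GFP stimulated by 5 µM LPI near EC80; imaged beta-arrestin-GFP aggregate spots per cell after agonist stimulation; plate controls were LPI-stimulated DMSO wells for no effect and DMSO wells without LPI for full effect; some results filed as inactive read as strong as hits; confirmed hits need IC50 under 10 µM and bright autofluorescent wells are also inconclusive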
# HEK293 NOD2/NF-kB: NOD2 signaling inhibitors, cell-based, luminescence, uHTS, HEK293 (AID 1566); HEK293 NOD2/NF-kB luciferase reporter, luminescence; higher % means a stronger effect; one-dose inhibition, % at 4 µM; EC50 in µM for titrated hits; 0.63% of 290,000 active; also: many of its hits are not listed in these tables
# SV40 large T antigen: SV40 large T antigen inhibitors, biochemical (AID 1903); SV40 large T antigen ATPase/helicase inhibition assay; higher % means a stronger effect; inhibition, % at 20 µM; hits with a dose series show IC50 in µM; 0.39% of 310,000 active; in the data active = a potency from the dose series; also: strong numbers were not always called active
# KOR beta-arrestin-2: KOR agonists, beta-arrestin recruitment, primary screen, cell-based, luminescence, uHTS (AID 1777); 0.02% of 280,000 active; KOR beta-arrestin recruitment, luminescence; higher % means a stronger effect; Kappa-type opioid receptor (Homo sapiens); one-dose activation, % at 10 µM; EC50 in µM for titrated hits; in the data active = activation above about 50%, passing the limit was not always enough; also: a part of the inactive calls stands beside numbers as strong as those of hits
# GPR55 beta-arrestin: GPR55 agonists via beta-arrestin recruitment, primary screen, imaging, U2OS cells, beta-arrestin-GFP redistribution (AID 1961); 0.048% of 290,000 active; U2OS GPR55 beta-arrestin-GFP redistribution imaging; higher % means a stronger effect; G-protein coupled receptor 55 (Homo sapiens); activation, % at 10 µM; hits with a dose series show EC50 in µM;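 active = activation above 40% with more than 50 cells counted in the well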;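 also: U2OS osteosarcoma cells stably expressing GPR55 and beta-arrestin-GFP; plate controls were DMSO negative control for no effect and LPI positive control for full effect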
# Starred values were filed as active, the others as inactive; nt = no result given; [ ] = another dose, or the depositor's remark. Rule as the data show it, unless noted: active = inhibition above about 50%; inactive = the rest. This is a subset, so the mix of outcomes need not match the whole.
SMILES,KOR beta-arrestin-1,HIV fusion peptide,Rac1 GTP hydrolysis,NOD1 inhibition,GPR55 antagonists,HEK293 NOD2/NF-kB,SV40 large T antigen,KOR beta-arrestin-2,GPR55 beta-arrestin
O=C(O)C1CCC(=O)N1C1c2ccccc2Oc2ccccc21 (stereo not drawn),25%,0.0%,4%,8%,9%,-2%,-1%,-3.9%,-0.1%
CC1CCCC(C)N1C(=O)CSc1nnc(C2CCCCC2)o1 (stereo not drawn),-26%,-0.9%,7%,6%,5%,9%,12%,9.1%,-0.3%
CCc1nc(CN2CCN(c3ccc(C(F)(F)F)cn3)CC2)c(C)[nH]1,4%,-0.1%,3%,-5%,-3%,-2%,1%,2.8%,-0.2%
O=C(CCc1ccccc1)N1CCCN(C(=O)CCc2ccccc2)CC1,-2%,0.8%,4%,-32%,3%,5%,3%,-1.2%,0.9%
Cc1ccccc1OCCNC(=O)/C=C/c1ccc([N+](=O)[O-])cc1,-4%,-1.5%,6%,-9%,7%,23%,31%,1.3%,-0.4%
Fc1ccc(NC(=S)N2N=CCC2c2ccccc2)cc1 (stereo not drawn),-24%,-2.5%,-7%,-13%,10%,-15%,8%,2.1%,-0.1%
O=C(O)Cc1c(C(=O)O)nnn1-c1cccc(C(F)(F)F)c1,7%,-1.5%,6%,24%,7%,-6%,6%,4.4%,-0.2%
CCOC(=O)c1ccc(NC(=O)Nc2cccc(C)n2)cc1,-12%,-1.0%,0%,-47%,18%,-17%,-5%,-0.9%,0.7%
CCCNC(=O)CS(=O)Cc1nc(-c2ccccc2C)oc1C (stereo not drawn),-34%,-3.1%,-6%,-13%,-5%,6%,-11%,0.7%,-0.1%
CC(C)NC(=O)COC(=O)c1ccc(S(=O)(=O)N2CCCC2)cc1,18%,0.1%,4%,-16%,6%,-3%,3%,-0.6%,0.6%
O=C(NCC[C@@H]1C[C@@H]2C=C[C@H]1C2)c1cc(COc2ccc(F)cc2F)on1,-6%,1.2%,2%,-12%,8%,-9%,10%,0.1%,0.6%
CC1CCCN(CCOc2ccc3ccccc3c2Br)C1 (stereo not drawn),-37%,0.9%,142µM*,-8%,8%,2%,9%,-0.9%,-0.1%
Clc1ccc(Cn2cc(Br)cn2)cc1Cl,6%,-0.2%,1%,-13%,-8%,-10%,0%,-2.0%,-0.1%
CCn1c(SCC(=O)NC2CC2)nnc1-c1ccc(OC)cc1,20%,-2.1%,4%,-24%,-13%,-2%,1%,7.0%,0.0%
COc1cc(NC(=S)NCCCN2CCOCC2)c(OC)cc1NC(=O)c1ccco1,-20%,1.3%,10%,-24%,-3%,11%,13%,0.0%,-0.3%
O=C(Nc1cnccn1)Nc1ccccc1Cl,-13%,2.8%,5%,-13%,-4%,-7%,20%,2.8%,0.0%
O=C(CN(C(=O)c1ccc(Cl)cc1)N1C(=O)C2CCCCC2C1=O)c1ccc(Cl)cc1 (stereo not drawn),1%,0.1%,6%,-1%,-9%,13%,3%,-0.8%,-0.2%
COCc1ccc(C(=O)N2CCCC(CCC(=O)NCc3ccccc3F)C2)o1 (stereo not drawn),-21%,2.3%,6%,-35%,-4%,-90%,58%,-3.5%,0.5%
Cc1cccc(NC(=O)CSc2nc(NS(=O)(=O)c3ccccc3)cc(=O)[nH]2)c1,-21%,-0.6%,7%,18%,11%,11%,9%,11%,0.3%
CC(Sc1nnc(N)s1)C(=O)Nc1ccc(N2CCOCC2)cc1 (stereo not drawn),-7%,-0.7%,7%,-20%,-4%,4%,26%,2.9%,-0.1%

# Single entries from the entries so far:
# For GPR55 beta-arrestin, `Cc1cccc(NC(=O)CSc2nc(NS(=O)(=O)c3ccccc3)cc(=O)[nH]2)c1` is listed with 0.3%
# For GPR55 beta-arrestin, `O=C(O)Cc1c(C(=O)O)nnn1-c1cccc(C(F)(F)F)c1` is listed with -0.2%
# For GPR55 antagonists, `CC(C)NC(=O)COC(=O)c1ccc(S(=O)(=O)N2CCCC2)cc1` is listed with 6%

# Further structures follow:
SMILES,KOR beta-arrestin-1,HIV fusion peptide,Rac1 GTP hydrolysis,NOD1 inhibition,GPR55 antagonists,HEK293 NOD2/NF-kB,SV40 large T antigen,KOR beta-arrestin-2,GPR55 beta-arrestin
COCCNC(=O)c1ccc(C(=O)NCCOC)s1,28%,-0.2%,4%,2%,2%,4%,2%,-2.7%,0.1%
CCOC(=O)c1c(S(=O)(=O)N2CCCC(C(=O)Nc3cccc(C)n3)C2)c(C)n(C)c1C (stereo not drawn),1%,-0.9%,14%,-18%,12%,15%,9%,-3.7%,-0.1%
CC(C)c1ccc(C2NC(=O)c3ccccc3O2)cc1 (stereo not drawn),18%,2.7%,6%,-29%,6%,-40%,9%,0.6%,0.1%
Cc1ccc(NC(=O)CC2SCCNC2=O)cc1[N+](=O)[O-] (stereo not drawn),33%,-1.5%,9%,-7%,6%,-1%,4%,0.4%,-0.1%
COc1ccc(CN(C(=O)CN2C(=O)COc3ccccc32)C2CCCC2)c(OC)c1,36%,-1.6%,-6%,-20%,6%,9%,1%,-3.0%,-0.1%
N/C(=N\OC(=O)c1ccc(Br)o1)c1cccnc1,-16%,3.6%,6%,-25%,9%,-34%,23%,8.1%,-0.6%
COc1cccc(-c2nc(C#N)c(N3CCN(C(=O)c4ccco4)CC3)o2)c1,16%,-2.2%,2%,-35%,11%,-3%,12%,0.3%,0.0%
CCOC(=O)c1c(CN2CCOCC2)oc2ccc(OC)cc12,5%,2.7%,10%,-13%,-6%,20%,3%,4.0%,0.5%
C=C(C)C(=O)Nc1cccc(C2=NOC3(C2)C[C@@H](C(N)=O)N(C(=O)c2ccc(Cl)cc2)C3)c1 (stereo partly drawn),27%,3.2%,nt,-4%,10%,2%,7%,2.7%,-0.2%
COc1ccc(Cl)cc1NC(=O)CC1CCCC1,-6%,1.5%,7%,-10%,3%,-14%,6%,1.5%,0.1%
CC(=O)c1ccc(S(=O)(=O)NCc2cccnc2)cc1,-8%,-0.8%,8%,-5%,11%,21%,7%,-3.0%,0.0%
Cc1cc(=O)oc(C)c1C(=O)n1nc(C)c2c1C[C@@H]1[C@H]2C1(C)C,-12%,-0.6%,18%,-8%,5%,8%,8%,-3.1%,0.1%
O=C(NC1CC1)C1=C[C@H](c2c[nH]c3ccccc23)C[C@H](OCCCCO)O1,24%,-1.1%,5%,-4%,-6%,8%,7%,-4.8%,0.6%
COc1ccc(CCNC2CC(=O)N(CCc3ccccc3)C2=O)cc1 (stereo not drawn),-26%,0.5%,6%,-15%,3%,2%,17%,1.6%,0.0%
Cc1ccc(S(=O)(=O)N(C)CC(=O)NCCCc2ccccc2)cc1,-37%[20 µM],1.1%,4%,-16%,-6%,3%,12%,-0.7%,-0.1%
COc1ccc(/C=N/n2c(COc3ccccc3)n[nH]c2=S)cc1OC,22%,-2.0%,nt,-4%,5%,2%,33%,-6.2%,0.0%
O=C(Nc1ccccc1Cl)N1CCN(Cc2ccc3c(c2)OCO3)CC1,2%,3.1%,4%,-24%,-3%,-3%,7%,1.9%,-0.4%
COc1ccc(CCNC(=O)Cc2ccc([N+](=O)[O-])cc2)cc1OC,-12%,0.7%,-6%,-12%,-1%,6%,4%,3.0%,0.1%
N#Cc1c[nH]n2c(=O)c3c(nc12)CCCC3,-7%,5.4%,nt,23%,5%,6%,8%,3.4%,-0.1%
O=S(=O)(c1cc(C(F)(F)F)ccc1Cl)N1CCCCCC1,10%,-0.1%,1%,3%,15%,-1%,-2%,21%,-0.1%
CC(C)c1ccc(C2CC(=O)c3cnc(N4CCc5ccccc5C4)nc3C2)cc1 (stereo not drawn),-33%,-3.1%,-3%,32%,7%,-12%,6%,1.9%,-0.1%
CCOC(=O)C1=C(C)N=C2SCCC(=O)N2C1c1ccc(C(=O)OC)cc1 (stereo not drawn),-33%,-0.5%,3%,2%,5%,5%,-7%,-2.1%,0.5%
Cc1ccc(/C=C/c2nc3ccccc3c(=O)[nH]2)cc1,9%,0.6%,11%,0%,1%,-125%,13%,-1.1%,-0.1%
Cn1c(N)c(C(=O)COC(=O)COc2ccc(C#N)cc2)c(=O)n(C)c1=O,-26%,-1.0%,7%,-14%,4%,3%,11%,2.0%,0.6%
COCCc1nc2ccc(C(=O)N3CCCC(CCCO)C3)cc2o1 (stereo not drawn),-9%,3.7%,7%,-23%,11%,7%,nt,-5.1%,-0.2%
Cc1ccc(CC(=O)N2CCN(C(=O)c3ccco3)CC2)cc1,-6%,-1.5%,8%,-35%,4%,-22%,7%,-2.7%,0.1%
CCOC(=O)C1C(c2cccc(Cl)c2Cl)NC(=O)NC1(O)C(F)(F)F (stereo not drawn),16%,0.1%,10%,-29%,12%,-11%,3%,-3.3%,-0.1%

# Some of the entries above, set out differently:
Structure	KOR beta-arrestin-1	HIV fusion peptide	Rac1 GTP hydrolysis	NOD1 inhibition	GPR55 antagonists	HEK293 NOD2/NF-kB	SV40 large T antigen	KOR beta-arrestin-2	GPR55 beta-arrestin
CC(C)c1ccc(C2CC(=O)c3cnc(N4CCc5ccccc5C4)nc3C2)cc1 (stereo not drawn)	-33%	-3.1%	-3%	32%	7%	-12%	6%	1.9%	-0.1%
CCOC(=O)C1=C(C)N=C2SCCC(=O)N2C1c1ccc(C(=O)OC)cc1 (stereo not drawn)	-33%	-0.5%	3%	2%	5%	5%	-7%	-2.1%	0.5%

# Two entries drawn at random from the list so far:
SMILES,KOR beta-arrestin-1,HIV fusion peptide,Rac1 GTP hydrolysis,NOD1 inhibition,GPR55 antagonists,HEK293 NOD2/NF-kB,SV40 large T antigen,KOR beta-arrestin-2,GPR55 beta-arrestin
CCOC(=O)C1C(c2cccc(Cl)c2Cl)NC(=O)NC1(O)C(F)(F)F (stereo not drawn),16%,0.1%,10%,-29%,12%,-11%,3%,-3.3%,-0.1%
COCCc1nc2ccc(C(=O)N3CCCC(CCCO)C3)cc2o1 (stereo not drawn),-9%,3.7%,7%,-23%,11%,7%,nt,-5.1%,-0.2%
